D2 PAM – positively modulates the human D2 dopamine receptor allosterically; 340,000 tested, 0.34% active; AID 485347; HEK293 T-REx D2, calcium flux, EC20 dopamine potentiation; potentiation, % at 10 µM; P14416;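 active = potentiation over 3 SD above the plate norm, cut at about 30% in these data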; note: 0% is about no effect
Target sequence (P14416 whole entry, looked up): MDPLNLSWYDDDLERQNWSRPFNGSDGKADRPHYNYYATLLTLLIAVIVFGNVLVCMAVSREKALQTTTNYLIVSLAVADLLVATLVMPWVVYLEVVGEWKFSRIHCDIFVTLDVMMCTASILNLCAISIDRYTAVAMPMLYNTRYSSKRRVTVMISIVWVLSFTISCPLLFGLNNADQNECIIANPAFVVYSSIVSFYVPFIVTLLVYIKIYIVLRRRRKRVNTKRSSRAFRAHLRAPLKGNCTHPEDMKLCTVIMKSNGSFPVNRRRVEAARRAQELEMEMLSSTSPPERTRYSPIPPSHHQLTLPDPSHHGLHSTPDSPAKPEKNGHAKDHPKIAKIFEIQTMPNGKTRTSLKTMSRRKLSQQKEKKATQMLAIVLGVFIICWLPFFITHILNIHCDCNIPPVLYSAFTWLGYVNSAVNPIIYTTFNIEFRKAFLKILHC
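Calcium flux readout, no-wash dye, 1 read/s. Inducible HEK293 Trex D2 line, overnight 30 C. Compound alone 180 s (agonist flags), then EC20 dopamine, another 180 s to score potentiation.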
TRHR enhancer – TRH receptor (human) allosteric enhancement; P34981; TRHR cells, fluo-8 calcium fluorescence, EC20 TRH enhancement; enhancement, % at 2 µM; 360,000 tested, 0.66% active; in the data active = enhancement above about 30%; note: 0% is about no effect
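TRHR-expressing cells loaded with fluo-8 calcium dye were read kinetically (ex 480/em 530) during compound addition, then stimulated with an EC20 of TRH (10 nM final). Enhancement of the Gq-mediated intracellular calcium response was scored.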
D1 potentiator – potentiators of human D1 dopamine receptor; HEK293 TREx D1 cells, calcium flux, dopamine EC20 potentiation; potentiation, % at 10 µM; 360,000 tested, 0.036% active; AID 504651; in the data active = potentiation above about 30%; note: 0% is about no effect
Target sequence (P21728 whole entry, looked up): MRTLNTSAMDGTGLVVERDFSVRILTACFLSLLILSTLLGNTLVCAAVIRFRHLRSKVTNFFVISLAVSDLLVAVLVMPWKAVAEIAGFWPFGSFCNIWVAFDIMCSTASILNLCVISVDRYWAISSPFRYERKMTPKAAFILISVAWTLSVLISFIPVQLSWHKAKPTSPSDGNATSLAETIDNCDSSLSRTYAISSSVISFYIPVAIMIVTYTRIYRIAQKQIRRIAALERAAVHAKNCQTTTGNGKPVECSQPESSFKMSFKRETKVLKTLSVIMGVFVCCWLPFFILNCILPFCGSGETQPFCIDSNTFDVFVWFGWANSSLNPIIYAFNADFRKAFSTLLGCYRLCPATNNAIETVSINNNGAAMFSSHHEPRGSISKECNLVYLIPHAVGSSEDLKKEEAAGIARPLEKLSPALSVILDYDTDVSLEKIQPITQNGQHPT
D1 ag – human D1 receptor agonism | HEK293 T-REx D1 cells, calcium flux, agonist mode | 360,000 tested, 1% active | P21728 | activation, % at 2 µM | AID 504660; note: 0% is about no effect
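Inducible HEK293 T-REx D1 cells, force-coupled to calcium signalling, were plated at 4000 cells/well with tetracycline and held overnight at 30 C. After no-wash calcium dye loading, compound-evoked calcium rise over 180 s flagged agonists.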
D2 agonist – D2 dopamine receptor (human) agonism. 340,000 tested, 0.53% active. HEK293 T-REx D2 cells, calcium flux agonist mode. activation, % at 2 µM. P14416;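 active = activation over 3 SD above normal in the single-dose calcium agonist read, cut at about 30% in these data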; note: 0% is about no effect
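Calcium-flux readout, 1 cycle/sec over 180 s following compound pin transfer, in inducible HEK293 Trex D2 cells (force-coupled); dopamine controls included. Positive calcium responses during this window marked compounds as potential agonists.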
D1 antagonist – human D1 dopamine receptor antagonism | activity change, negative = inhibition, % at 10 µM | 360,000 tested, 3.2% active | P21728 | AID 504652 | HEK293 TREx D1 cells, calcium flux, dopamine EC80; active compounds read low; in the data active = activity change below about -30%; note: % is set by controls: 0 for no effect and ±100 for the full control effect
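HEK293 T-REx cells expressing inducible, force-coupled D1 receptor; no-wash Ca dye, 30–90 min RT. Cmpd → 180 s read at 1 Hz → EC80 DA → 180 s read.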
TRHR agonist – activates the human TRH receptor | P34981 | TRHR cells, calcium flux fluo-8, FDSS agonist mode | activation, % at 2 µM | 360,000 tested, 0.18% active | AID 493084; note: 0% is about no effect
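TRHR-expressing cells, plated overnight in medium with 10% serum, were loaded with fluo-8 calcium dye at room temperature. After a 10 s baseline, library compound was pin-added and calcium release was recorded kinetically (ex 480/em 530) as agonist response.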
D2 antagonist – antagonizes the human D2 dopamine receptor. HEK293 TREx D2 cells, calcium flux, dopamine EC80. inhibition, % at 10 µM. AID 485344. 340,000 tested, 2% active. P14416; in the data active = inhibition above about 30%; note: 0% is about no effect
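Compounds are added to dye-loaded, induced HEK293 T-REx cells coupled to calcium release via D2; after a 3 min kinetic read an EC80 dopamine stimulus is given and fluorescence is recorded for 3 more min.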
RXFP1 antagonist – blocks the human relaxin receptor RXFP1; activity change, negative = inhibition, % at 57.5 µM; AID 1259400; 350,000 tested, 0.59% active; HEK293-RXFP1, relaxin-stimulated cAMP HTRF, 30 min; active compounds read low; Q9HBX9;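 active = activity change of -60% or lower, but not beyond a set lower limit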; note: % is set by controls: 0 for no effect and ±100 for the full control effect
An asterisk follows results filed as active; . = no result given; & = joins results of further samples. Cut-off read from the data, not from the text of the source, unless noted: active = activation above about 30%; inactive = the rest. Compounds as they come; 7.1% or so of the library scored in one or more.

SMILES	D2 PAM	TRHR enhancer	D1 potentiator	D1 ag	D2 agonist	D1 antagonist	TRHR agonist	D2 antagonist	RXFP1 antagonist
C=CCOC(=O)C1=C[C@H](c2csc3ccccc23)[C@@H](CCCO)[C@H](OCC)O1	6	2	-1	18	0.0	22	-0.7	-2	.
O=C(O)c1cc(S(=O)(=O)N(Cc2ccccc2)c2ccccc2Cl)ccc1Cl	-2	-2	3	2	-0.2	8	0.1	2	5
S=C1N(c2ccccc2)C(c2cccc3ccccc23)N2CCCN12 (centres undefined)	20	10	15	0	0.9	9	0.1	-20	-3
COc1ccc(C)cc1NC(=S)N1CCOCC1	-2	0	-4	7	0.1	-3	6.7	-5	0
CCn1cc(/C=C(\NC(=O)c2cc(OC)c(OC)c(OC)c2)C(=O)N2CCN(C)CC2)c2ccccc21	-6	1	7	4	-1.0	4	0.5	-7	-7
NC(=O)C1CCN(c2ccnc3cc(Cl)ccc23)CC1	1	-2	-6	1	-0.3	.	0.2	3	-2
O=C(Nc1ccc(C(=O)O)cc1)/C(=C\c1ccco1)NC(=O)c1ccccc1Cl	-17	27	-4	2	0.2	-9	-0.8	-16	-9
OC(CNCC(c1ccco1)N1CCCCC1)c1ccccc1 (centres undefined)	10	12	-2	0	0.2	7	-0.4	1	37
O=C(NNC(=O)c1ccccn1)c1cccc([N+](=O)[O-])c1	2	1	-1	2	0.9	3	-0.4	-6	-10
C=CCOc1ccc(CNCC2CCCO2)cc1 (centres undefined)	-11	-2	6	6	0.9	0	0.2	-11	-1
CCCC(C(=O)Nc1ccc(S(=O)(=O)Nc2ncccn2)cc1)c1ccccc1 (centres undefined)	6	-9	-10	-1	0.8	-2	1.5	1	6
O=C(NNc1cc(N2CCOCC2)nc(N2CCOCC2)n1)c1ccc([N+](=O)[O-])cc1	.	10	-4	2	.	-4	0.6	.	-4
O=C(Nc1ccc(Cl)c([N+](=O)[O-])c1)c1ccc2c(c1)OCCO2	.	-2	-3	-1	.	-7	0.2	.	-37
CN(CC(=O)Nc1ccccc1C(F)(F)F)C(=O)CC1OC(=O)c2ccccc21 (centres undefined)	11	-3	-4	3	-0.4	1	0.2	-16	-5
CC(=O)c1ccc(N2CCN(S(=O)(=O)c3ccc4c(c3)CC(=O)N4)CC2)cc1	4	5	-4	1	-0.7	15	-0.9	7	12
CNc1c(NS(=O)(=O)c2ccc(C3CCCCC3)cc2)c(=O)oc2ccccc12	-1	5	-5	3	2.6	8	2.1	-5	-3
CCn1cc(C(=O)O)c(=O)c2cnc(N3CCN(C(=S)NC(=O)c4ccc(Br)cc4)CC3)nc21	7	-7	-3	2	-0.5	5	0.0	-24	15
O=C(O)c1ccccc1C1Nc2ccccc2C(=O)N1CCCN1CCOCC1 (centres undefined)	1	-2	-5	4	0.6	-7	0.4	-17	10
Cc1ccc(C)c(CN2CCSCC2)c1	-5	3	0	5	-0.9	-9	-0.5	-7	-5
O=C(NCc1ccc(Cl)cc1)C1CCCN(c2nc3ccccc3n3cccc23)C1 (centres undefined)	13	2	-4	1	-0.7	9	-0.2	.	-64*
C=C(C)COc1ccc(-c2ncncc2-c2ccccc2OC)c(O)c1	-3	1	-11	3	-1.8	6	-0.7	-4	-33
COCCN(C(=O)CSc1n[nH]c(-c2ccc(OC)cc2)n1)c1c(N)n(Cc2ccccc2)c(=O)[nH]c1=O	9	11	-1	1	-0.1	10	2.4	10	-4
COc1ccc(Oc2nc3c(C)cccn3c(=O)c2/C=C(\C#N)C(N)=O)cc1	-1	3	5	0	0.6	4	0.2	7	-14
CCOC(=O)Cn1nc(-c2ccccc2)ccc1=O	-5	-8	9	0	-1.3	5	0.2	0	-5
O=C1NC(c2ccccc2OC(F)F)Oc2ccccc21 (centres undefined)	-5	3	-1	1	8.7	10	0.9	-8	-1

Six entries from above, ordered by heavy-atom count, highest first:
SMILES	D2 PAM	TRHR enhancer	D1 potentiator	D1 ag	D2 agonist	D1 antagonist	TRHR agonist	D2 antagonist	RXFP1 antagonist
CCn1cc(/C=C(\NC(=O)c2cc(OC)c(OC)c(OC)c2)C(=O)N2CCN(C)CC2)c2ccccc21	-6	1	7	4	-1.0	4	0.5	-7	-7
CCCC(C(=O)Nc1ccc(S(=O)(=O)Nc2ncccn2)cc1)c1ccccc1 (centres undefined)	6	-9	-10	-1	0.8	-2	1.5	1	6
CC(=O)c1ccc(N2CCN(S(=O)(=O)c3ccc4c(c3)CC(=O)N4)CC2)cc1	4	5	-4	1	-0.7	15	-0.9	7	12
OC(CNCC(c1ccco1)N1CCCCC1)c1ccccc1 (centres undefined)	10	12	-2	0	0.2	7	-0.4	1	37
NC(=O)C1CCN(c2ccnc3cc(Cl)ccc23)CC1	1	-2	-6	1	-0.3	.	0.2	3	-2
C=CCOc1ccc(CNCC2CCCO2)cc1 (centres undefined)	-11	-2	6	6	0.9	0	0.2	-11	-1

Further structures.
SMILES	D2 PAM	TRHR enhancer	D1 potentiator	D1 ag	D2 agonist	D1 antagonist	TRHR agonist	D2 antagonist	RXFP1 antagonist
NCCC(=O)N1c2ccccc2Sc2ccccc21	-4	2	-6	-2	0.7	24	0.2	2	8
Cc1ccc(Cl)cc1N1CCN(C(=O)CNC(=O)c2ccc(Br)o2)CC1	-3	-2	-3	2	-0.7	0	-0.6	13	-19
CCOC(=O)c1nnn(CC(=O)NC(=O)Nc2cccc(CC)c2)c1C(=O)OCC	2&-16	6&11	-2&1	11&18	-0.2&0.2	-7&-1	0.3&0.4	7	-2&-10
COc1ccc(NC(=O)CC2Nc3ccccc3NC2=O)cc1 (centres undefined)	-2	0	-2	-2	-0.4	17	-0.5	.	.
CC(C)c1ccc(C(=O)NC2=NCCS2)cc1	-3	-5	-5	1	-0.2	-10	0.3	-14	1
Cc1ccc(-n2ncc3c(Nc4cccc(C(F)(F)F)c4)ncnc32)cc1C	-3	3	-4	5	-0.2	-17	1.7	.	3
COc1nc(Nc2cccc([N+](=O)[O-])c2)nc(OC)n1	-11	-8	-3	0	0.0	-23	0.1	-9	13
CCOC(=O)C1CCN(CC(=O)Nc2cc(S(=O)(=O)N3CCOCC3)ccc2C)CC1	-5	-2	-3	-3	16	22	0.0	3	1
CC(C)CC(=O)Nc1cc2c3c(c1)CCN3C(=O)CC2	-3	2	3	4	0.7	4	0.9	-7	15
Cc1ccc(-n2cc(CN3CCC(CO)(Cc4cccc(C(F)(F)F)c4)CC3)cn2)cc1	-10	7	-2	16	0.2	15	0.0	4	-36
CCCCNC(=O)c1ccc2c(c1)NC(=O)C(CS(=O)(=O)Cc1ccc(C)cc1)N2 (centres undefined)	-3	2	-3	1	-0.4	5	-0.2	.	-11
COc1cccc(C(=O)Nc2cc3c(cc2Br)OCCCO3)c1	-2	2	-3	4	-0.2	-21	-0.2	4	.
Cc1cc(CN2CCCCC2C(=O)Nc2ccc(Oc3cccnc3)cc2)oc1C (centres undefined)	-6	5	-6	3	1.6	-33*	0.0	-21	-11
Cc1cccc(CNC(=O)Cn2ccc3cc(S(=O)(=O)N4CCCC4)ccc32)c1	-5&-7	-13&-4	-5&-1	5&-1	0.5&-0.6	-6&-12	0.1&-0.5	7	22&4
CC(C)(C)N(Cc1ccccc1)C(=O)COC(=O)CCc1c[nH]c2ccccc12	3	6	2	0	-0.2	5	0.9	-3	-15
COc1ccc(CNC(=O)c2cnc3scc(C)n3c2=O)cc1	22	2	-4	3	0.8	-7	0.1	-3	.
COc1cccc(C(=O)Nc2ccc(NC(=O)c3ccco3)nc2)c1	2	-1	5	1	1.3	-13	0.5	5	-12
Cn1nnnc1SCc1csc(C2C(C#N)=C(N)OC3=C2C(=O)CCC3)c1 (centres undefined)	-1	-5	-4	1	-0.9	6	-0.4	-14	8
CN(C)S(=O)(=O)c1cccc(NC(=O)COC(=O)c2cccc(S(=O)(=O)N3CCc4ccccc4C3)c2)c1	4	11	-7	2	0.0	-14	0.5	-13	.
CC(=O)Oc1ccc(-n2c(=O)c3ccccc3c3ccccc3c2=O)cc1	1	-4	4	2	-0.8	-9	-0.3	10	18
Nc1nonc1-n1nnc(C(=O)N/N=C/c2ccccc2Br)c1CN1CCCC1	-2	-4	.	4	-0.8	10	-0.3	-19	-1
N#Cc1ccc(NC(=S)NC(=O)CCc2ccc(S(=O)(=O)N3CCOCC3)cc2)cc1	-3	7	-1	1	2.3	-13	-1.6	-17	1
CCc1ccc(NC(=O)CSc2nc(=O)n(Cc3ccccn3)c3c2CCC3)cc1	11	-2	-1	-4	0.6	.	-0.5	.	.
COc1cc(/C=N\n2cnnc2)ccc1OCC(=O)Nc1ccc(C)cc1	1	18	-3	3	0.6	-29	0.2	-11	12
C=CCn1c(-c2cccc3ccccc23)n[nH]c1=S	4	-11	-4	1	0.7	5	-0.6	0	-3

(more compounds)
SMILES	D2 PAM	TRHR enhancer	D1 potentiator	D1 ag	D2 agonist	D1 antagonist	TRHR agonist	D2 antagonist	RXFP1 antagonist
CC1(C)SC(=S)N(/N=C/c2ccccc2)C1N(O)C(=O)Nc1ccc([N+](=O)[O-])cc1 (centres undefined)	9	8	-3	19	-1.6	-37*	0.0	-30	-13
CCC(C)(C)NC(=O)Cn1c(-c2ccc(C)cc2)noc1=O	12	2	0	0	0.1	10	0.1	5	-10
CCOc1cc2[nH]c(=O)n(CCC(=O)NCc3ccc(OC)cc3)c(=O)c2cc1OCC	-2	6	1	1	0.3	3	0.5	-1	8
Cc1nc2ccccc2n1CCN1CCOCC1	-2	-1	8	3	1.0	-9	0.2	2	13
CCOC(=O)N1CCC(NC(=O)CN(C)S(=O)(=O)c2cc3c(cc2Cl)NC(=O)CO3)CC1	1	-3	-2	2	1.4	0	1.1	-8	-16
O=C(C1CSC2(c3ccc(F)cc3)CCC(=O)N12)N1CCCCCC1 (centres undefined)	4	3	1	4	-0.7	-27	-0.3	-19	0
COc1ccc(Cn2c(C)nnc2-c2cnn(C)c2N)cc1	-6	2	-1	2	13	5	-0.1	5	10
COc1ccc(C(=O)C2CCCN(S(=O)(=O)c3cccnc3)C2)c(C)c1 (centres undefined)	4	-3	-9	2	2.7	-5	-0.5	-1	-18
CC1CCCCN1S(=O)(=O)c1ccc2c(c1)CCN2C(=O)CCC(=O)O (centres undefined)	2	4	0	0	0.7	19	-0.6	0	25
CSCCC(NC(=O)c1ccccc1Br)C(=O)NNC(=O)c1csc(N2CCOCC2)n1 (centres undefined)	-2	-4	-4	0	0.2	-1	0.0	-38	-10
NC(=O)C1CCN(C(=O)CNC(=O)c2ccc(Br)o2)CC1	-8	-9	-3	3	0.3	0	-0.4	-18	0
CCCCn1c(=O)c2oc3ccccc3c2n(Cc2ccc(OC)cc2)c1=O	4	1	0	1	0.6	2	0.9	.	1
O=c1nccc(N/N=C/c2cccc(O)c2)[nH]1	13	-2	-3	4	-2.2	-9	-0.7	-3	-2
COc1ccc(Nc2ncc(C(=O)Nc3cc(C)ccc3OC)c3ccccc23)cc1	8	0	-1	1	-0.5	-5	0.2	.	.
CC1(C)CC(=O)C(C(c2ccc(Br)cc2)C2C(=O)CC(C)(C)CC2=O)C(=O)C1	1	0	2	5	0.8	15	-0.2	3	1
Cc1ccc(C(=O)CSc2nnc(-c3ccccc3N)n2C)cc1C	19	0	-4	2	-1.6	6	-0.3	-20	-3

Screens: PubChem BioAssay, National Center for Advancing Translational Sciences (NCATS)
